# Epigenetic derep = regulators of epigenetic silencing causing reporter derepression in mouse cells. Potency, µM (top dose mostly 53.9 µM), for the others: at the highest dose GFP activation, hits mostly activators. 280,000 tested, 0.2% active. murine LDR cells, GFP reporter derepression, 30 h; note: potency is the fitted concentration of half-maximal effect; % of control where 0% means no effect; nearly all actives have a fitted effect of over 60% in size
#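 Murine LDR cells carrying a silenced, genomically integrated CMV-driven GFP reporter were exposed to compound for 30 hours at 37 C. After PBS washes, GFP-positive cells (20–120 um objects) were counted by laser-scanning microplate cytometry.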
# NPSR antag = neuropeptide S receptor (human) antagonism, cAMP; Potency, µM (titrated, usually from 38.3 µM), for inactives: at the top dose activity change, negative = inhibition, usual class: inhibitors; Q6W5P4; CHO-NPSR cells, cAMP TR-FRET, antagonist mode; 220,000 tested, 1% active; note: potency is the fitted concentration of half-maximal effect; % is set by controls: 0 for no effect and ±100 for the full control effect; nearly all actives have a fitted effect of over 50% in size; many of its hits are not listed in these tables
# Target sequence (Q6W5P4 whole entry, looked up): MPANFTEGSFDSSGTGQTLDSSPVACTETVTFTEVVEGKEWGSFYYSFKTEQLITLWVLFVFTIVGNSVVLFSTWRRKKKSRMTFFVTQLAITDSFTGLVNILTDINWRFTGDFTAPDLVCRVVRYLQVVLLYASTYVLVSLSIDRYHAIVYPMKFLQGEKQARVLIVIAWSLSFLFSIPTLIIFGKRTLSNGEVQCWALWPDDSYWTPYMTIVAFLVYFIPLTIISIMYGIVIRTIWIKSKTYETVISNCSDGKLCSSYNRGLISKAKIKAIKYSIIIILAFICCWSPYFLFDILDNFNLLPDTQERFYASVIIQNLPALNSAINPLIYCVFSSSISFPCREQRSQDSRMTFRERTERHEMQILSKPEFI
# HttQ103 aggreg = inhibitors of mutant huntingtin aggregate formation in PC12 cells | 220,000 tested, 1.1% active | AID 1688 | Potency, µM (series often up to 46.1 µM), for the others: at the highest dose activity change, negative = inhibition, hits mostly inhibitors | PC12 HttQ103-GFP aggregates, Acumen cytometry, 40 h; note: potency is the fitted concentration of half-maximal effect; % is set by controls: 0 for no effect and ±100 for the full control effect; nearly all actives have a fitted effect of over 60% in size
#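 Steps: seed 1500 PC12 HTTQ103-GFP cells/well; add tebufenozide, 100 nM final; add compound titration; add ATPLite reagent; quantify GFP aggregates by laser scanning cytometry.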
# CBFb RUNX1 block = CBF-beta/RUNX1 interaction disruption; Q01196+Q13951; Potency, µM (titrated, usually from 59.8 µM), inactives show top-dose activity, negative = inhibition, most hits filed as inhibitors; AlphaScreen CBFb-His/RUNX1-biotin binding, biochemical; 230,000 tested, under 10 active; note: % of control where 0% means no effect
# Target sequence (Q01196 whole entry, looked up): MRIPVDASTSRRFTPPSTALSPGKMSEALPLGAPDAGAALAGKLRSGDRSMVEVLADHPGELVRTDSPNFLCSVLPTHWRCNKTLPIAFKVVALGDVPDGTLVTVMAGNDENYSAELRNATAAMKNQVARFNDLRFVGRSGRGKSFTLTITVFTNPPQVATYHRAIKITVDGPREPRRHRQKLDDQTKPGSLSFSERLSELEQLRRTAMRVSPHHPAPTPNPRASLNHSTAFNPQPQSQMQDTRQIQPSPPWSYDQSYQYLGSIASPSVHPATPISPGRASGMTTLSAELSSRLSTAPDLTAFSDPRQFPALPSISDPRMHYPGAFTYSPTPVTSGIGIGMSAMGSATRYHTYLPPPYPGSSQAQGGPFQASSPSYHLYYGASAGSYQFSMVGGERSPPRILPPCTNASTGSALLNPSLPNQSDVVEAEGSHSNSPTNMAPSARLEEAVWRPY
# Target sequence (Q13951 whole entry, looked up): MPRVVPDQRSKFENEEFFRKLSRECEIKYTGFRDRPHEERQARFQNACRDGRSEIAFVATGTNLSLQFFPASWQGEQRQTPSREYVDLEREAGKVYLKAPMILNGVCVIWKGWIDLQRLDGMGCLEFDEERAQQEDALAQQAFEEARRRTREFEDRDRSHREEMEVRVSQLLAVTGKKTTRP
#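 Compounds were screened at multiple concentrations against a preformed CBF-beta(His)/RUNX1(biotin) complex (30 nM of each) for 15 min at room temperature, followed by 90 min with nickel and streptavidin beads and AlphaScreen reading.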
# KinaseGlo FLuc = blocks Kinase-Glo luciferase, a counter-screen artifact. Q27757. Potency, µM (doses to about 38.3 µM), inactives show at the top dose activity change, negative = inhibition, usual class: inhibitors. 200,000 tested, 0.28% active. Kinase-Glo luciferase, ATP luminescence, 8 min; note: potency is the fitted concentration of half-maximal effect; % is set by controls: 0 for no effect and ±100 for the full control effect; nearly all actives have a fitted effect of over 60% in size
#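 Kinase-Glo luciferase light output from ATP and luciferin was measured with 10 uM ATP, within the enzyme's linear range. Buffer: 50 mM imidazole pH 7.2, 50 mM KCl, 7 mM MgCl2, 0.01% Tween 20, 0.05% BSA; luminescence read after 8 min at ambient temperature.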
# IMPase Li cell = cell-permeable IMPase inhibitors with lithium potentiation; CHO-M1 cells, IP1 TR-FRET (IP-One), carbachol + lithium; Potency, µM (series often up to 59.4 µM), without a hit: at the top dose activity, negative = IMPase inhibition, most hits filed as inhibitors; 210,000 tested, 0.35% active; AID 1457;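 note: IP1 builds up when IMPase is blocked and the TR-FRET signal falls; potency is the fitted concentration of half-maximal effect; plate controls were basal vehicle for no effect and high inhibitor control for full effect; nearly all actives have a fitted effect of over 50% in size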
#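 Concentration–response in CHO-M1 cells, lithium-potentiated; 30 min at 37C. IP1 detected by competitive TR-FRET after 10 min lysis at RT. Hill-fitted AC50.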
# Lamin A splicing = modulators of lamin A splicing; 200,000 tested, 0.01% active; Potency, µM (series often up to 46.1 µM), inactives show top-dose ratio change, negative = inhibition, actives largely listed as inhibitors; HeLa LMNA splicing GFP/RFP minigene ratio, 48 h; AID 1487; active = well fitted inhibition curve with a large enough effect in the signal ratio, with a control signal flat, not every such curve was filed as active; inconclusive = small, poorly fitted or top-dose-only effect, or effect the other way, or a change in a side signal; the % refers to the signal ratio; note: potency is the fitted concentration of half-maximal effect; % is set by controls: 0 for no effect and ±100 for the full control effect
#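 Read-out is the ratio of GFP to DsRed2 object intensity, acquired by 488 nm laser-scanning cytometry on HeLa lamin A-EGFP minigene reporter cells. Compound incubation 48 hrs at 37 °C in Opti-MEM with 2% FBS; DMSO 0.5% final.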
# * marks the source's active call; other numbers are inactive results; ? = inconclusive; · = no result given; & = joins results of further samples; [ ] = dose if it differs, or a comment. Unless noted, calls come from the whole dose curve; as a rule, active = well fitted curve in the direction sought with a large enough effect; inconclusive = small, poorly fitted or top-dose-only effect, or another doubt; inactive = no such curve, though single readings can be large; an effect the other way counts as inactive or inconclusive. A portion of the library; the hit share may differ from the screen's.
SMILES,Epigenetic derep,NPSR antag,HttQ103 aggreg,CBFb RUNX1 block,KinaseGlo FLuc,IMPase Li cell,Lamin A splicing
CC(NC(=O)C1CCC1)c1ccc2c(c1)OCO2 (stereo not drawn),-1.0%,-5%[46.1 µM],-5%,0%,3%,17%[38.3 µM],4%
c1nc(NCC2(N3CCOCC3)CCCCC2)c2ccsc2n1,-2.3%,9%[46.1 µM],-16%,-8%,4%,14%,-15%
COc1ccccc1N1C(=O)C2CC=CC(C)C2C1=O (stereo not drawn),-2.4%,-11%[46.1 µM],9%[9.22 µM],0%,-2%,-1%[38.3 µM],4%
Cc1cc(NC(=O)c2cc(S(=O)(=O)N3CCCCC3)ccc2C)n(-c2ccccn2)n1,0.3%,?,12%,-1%,-4%,10%[38.3 µM],14%
CCOC(=O)CSc1nc2cc(C(=O)N3CCCC3)ccc2c(=O)n1Cc1ccccc1,-3.7%,-23%[46.1 µM],3%,-4%,-4%,23%[38.3 µM],-3%
Cc1ccc(NC2=CC(=O)CCC2)cc1C,0.7%,-6%[46.1 µM],0%,-2%,-1%,-13%[38.3 µM],-15%
O=C(c1cccc(C(=O)N2CCN(c3ccccc3F)CC2)n1)N1CCN(c2ccccc2F)CC1,-1.1%,-13%[46.1 µM],7%,8%,-4%,21%[38.3 µM],-7%
c1cnc(N2CCSCC2)nc1,0.5%,-11%[46.1 µM],-10%,4%,-6%,-10%[38.3 µM],8%
O=c1c2ccccc2nnn1CSc1nnc(C2COc3ccccc3O2)n1-c1ccccc1 (stereo not drawn),0.0%,-12%[46.1 µM],-8%,-5%,0%,8%[38.3 µM],?
CCCc1cc(=O)oc2cc3occ(C)c3cc12,-1.0%,-18%[46.1 µM],-27%,7%,1%,27%[38.3 µM],-5%
COc1ccc(NS(=O)(=O)c2cccc(C(=O)NNC(=O)c3cc(C)oc3C)c2)cc1,-1.3%,13%,5%,-4%,-1%,-8%,-5%
Cn1c(C(C(=O)NCC2CCCO2)N(CCc2ccccc2)C(=O)Cn2nnc3ccccc32)nc2ccccc21 (stereo not drawn),0.2%,2%,13%,7%,2%,4%,?
COCOc1c2c(c(OCOC)c3c(OCOC)cccc13)/C(=N/N[S+](=O)([O-])c1ccc(C)cc1)C1=C2CCCC1,-1.1%,·,·,28%,1%,11%,·
CC1CCN(c2ccc(C(=O)O)cc2)CC1,-1.0%,-5%[46.1 µM],18%,3%,0%,22%[38.3 µM],-3%
NC[C@@H]1O[C@H](O[C@@H]2[C@H](O[C@@H]3O[C@H](CO)[C@@H](O)[C@@H]3O)[C@@H](O)[C@@H](N)C[C@H]2N)[C@@H](N)[C@H](O)[C@@H]1O,0.0%[16.9 µM],·,-7%[20.6 µM],-6%[21.7 µM],-4%[17.1 µM],-2%,?
CC1(C)Cc2c(c(-c3ccco3)nc3sc4c(NCCN5CCOCC5)ncnc4c23)CO1,3.9%,21%[46.1 µM],13%,3%,1%,3%,-15%
COc1cc(C2NC(=S)NC(c3ccccc3)=C2C(C)=O)ccc1O (stereo not drawn),-0.6%,-4%,-9%,5%,·,·,·
CN(C)c1c([N+](=O)[O-])ncn1C,-7.2%,-10%[46.1 µM],17%[9.22 µM],0%,4%,-3%[38.3 µM],7%
CO/N=C\C(=N\Nc1ccc(OC)cc1)C(=O)c1ccccc1,-2.7%,-27%[46.1 µM],9%[9.22 µM],-23%,3%,21%[38.3 µM],?
Cc1cccc(-n2ncc3c(NCCCO)ncnc32)c1,-0.2%,-11%[46.1 µM],-27%,3%,-2%,-12%[38.3 µM],?
CN(C)C(=O)C1(c2ccccc2)CCN(S(=O)(=O)c2ccccc2)CC1,-1.1%,-5%[46.1 µM],-15%,7%,-2%,27%[38.3 µM],-1%
O=C(COC(=O)C1CCC(=O)N1)Nc1ccc(Cl)cc1Cl (stereo not drawn),1.1%,2%[46.1 µM],9%,-8%,1%,-3%,7%
CNC(=S)NNC(=O)COc1cccc(C)c1C,-1.0%,25%[46.1 µM],-12%,2%,0%,6%,-7%
COc1ccc(CCNC(=O)c2ccc(CNS(=O)(=O)c3ccccc3)cc2)cc1OC,-0.9%&1.1%,10%,-2%,0%,0%,21%,-12%
Fc1ccccc1-n1cc(-c2ccccc2)[nH]c1=S,-0.4%,-7%,4%,-12%,2%,3%,-17%[46 µM]
C=CCOc1c(CNc2ncn[nH]2)cccc1OCC,1.2%,-2%[46.1 µM],-18%,6%,6%,8%,-2%
O=C(NO)c1cc(OCC(F)(F)F)ccc1OCC(F)(F)F,-2.1%,-7%[46.1 µM],-8%,0%,-4%,-2%[38.3 µM],6%
Cc1cc(C(=O)COC(=O)c2ccncc2)c(C)n1Cc1ccco1,-5.4%,1%,10%,?,-8%,6%,4%[46 µM]
Cc1ccc(C)c(NC(=O)CSc2nnc(Cc3cccn3C)n2-c2ccc(F)cc2)c1,0.0%,-12%,?,-26%,2%,2%,?
CN(C)/C=C/C(=O)c1nn(-c2ccc(F)cc2)ccc1=O,4.5%,-19%,-2%[9.22 µM],-1%,·,·,·

# 3 records picked at random from those above, as already listed:
SMILES,Epigenetic derep,NPSR antag,HttQ103 aggreg,CBFb RUNX1 block,KinaseGlo FLuc,IMPase Li cell,Lamin A splicing
COc1ccc(CCNC(=O)c2ccc(CNS(=O)(=O)c3ccccc3)cc2)cc1OC,-0.9%&1.1%,10%,-2%,0%,0%,21%,-12%
CN(C)/C=C/C(=O)c1nn(-c2ccc(F)cc2)ccc1=O,4.5%,-19%,-2%[9.22 µM],-1%,·,·,·
Fc1ccccc1-n1cc(-c2ccccc2)[nH]c1=S,-0.4%,-7%,4%,-12%,2%,3%,-17%[46 µM]

# 5 entries out of the list, arranged by molecular weight, falling:
SMILES,Epigenetic derep,NPSR antag,HttQ103 aggreg,CBFb RUNX1 block,KinaseGlo FLuc,IMPase Li cell,Lamin A splicing
COCOc1c2c(c(OCOC)c3c(OCOC)cccc13)/C(=N/N[S+](=O)([O-])c1ccc(C)cc1)C1=C2CCCC1,-1.1%,·,·,28%,1%,11%,·
NC[C@@H]1O[C@H](O[C@@H]2[C@H](O[C@@H]3O[C@H](CO)[C@@H](O)[C@@H]3O)[C@@H](O)[C@@H](N)C[C@H]2N)[C@@H](N)[C@H](O)[C@@H]1O,0.0%[16.9 µM],·,-7%[20.6 µM],-6%[21.7 µM],-4%[17.1 µM],-2%,?
CN(C)/C=C/C(=O)c1nn(-c2ccc(F)cc2)ccc1=O,4.5%,-19%,-2%[9.22 µM],-1%,·,·,·
COc1ccccc1N1C(=O)C2CC=CC(C)C2C1=O (stereo not drawn),-2.4%,-11%[46.1 µM],9%[9.22 µM],0%,-2%,-1%[38.3 µM],4%
c1cnc(N2CCSCC2)nc1,0.5%,-11%[46.1 µM],-10%,4%,-6%,-10%[38.3 µM],8%

# The results go on.
SMILES,Epigenetic derep,NPSR antag,HttQ103 aggreg,CBFb RUNX1 block,KinaseGlo FLuc,IMPase Li cell,Lamin A splicing
COc1ccc(CN(Cc2cc3cc(C)ccc3[nH]c2=O)C(=O)N(C)C)cc1,-1.0%,-11%[46.1 µM],7%,-1%,-6%,-1%[38.3 µM],-11%
OCCNC1=NCCN1,-1.1%,-8%[46.1 µM],15%,13%,-9%,-4%[38.3 µM],20%
CN1CCN(C(=O)CSc2nc(-c3cccs3)cc(-c3cccs3)c2C#N)CC1,?,5%[46.1 µM],4%[9.22 µM],-5%,1%,10%[38.3 µM],?
CCOC(=O)c1c(C)[n+]([O-])c2ccc3c(non3O)c12,-1.9%,-14%,-17%,22%,2%,-2%,0%[46 µM]
COCCCn1c(SCC(=O)Nc2ccc(C)cc2)nc2ccccc2c1=O,1.1%,20%,10%[9.22 µM],-4%,-6%,-1%,-5%[46 µM]
CCOc1ccc(-n2cc(C(=O)N3CCN(C)CC3)c3cc(OC)c(OC)cc3c2=O)cc1,-11%,-5%[46.1 µM],10%,19%,3%,-3%[38.3 µM],-8%
CN(C)S(=O)(=O)c1ccc(NC(=O)CSc2nc3ccccc3n2-c2ccccc2)cc1,-3.2%,-27%,-4%,-6%,2%,3%,?
COc1cc(NC(=O)c2cc3ccccc3o2)c(OC)cc1Cl,-0.8%,9%[46.1 µM],4%,10%,-2%,?,0%
O=C(CN1C(=O)CSC1=O)N1CCCCC1,1.2%,?,8%,4%,-5%,2%,-6%
COC(=O)Cc1ccc2oc(-c3cccnc3)nc2c1,-0.3%,11%,2%,11%,-4%,-2%,13%[46 µM]
CCc1cc2c3c(c1)C1(C(=O)N3C(C)(C)C=C2C)C(C#N)=C(N)Oc2[nH]c(=O)[nH]c(=O)c21 (stereo not drawn),-0.4%,0%,9%,-5%,·,-2%,·
CCN(CC)c1ccc(NC(=O)CSc2nnc(N)s2)cc1C,0.1%,-21%[46.1 µM],-9%,-7%,-6%,20%[38.3 µM],3%
O=C1C2C3c4ccccc4C(c4ccccc43)[C@@H]2C(=O)N1c1cccnc1 (stereo partly drawn),0.0%,-19%[46.1 µM],0%,17%,4%,3%,-14%
COc1ccc(C(=O)Nc2ccc(C3(C#N)CCCC3)cc2)cc1,4.9%,0%,5%,15%,-1%,22%,?
Cc1ccccc1NC1=C(C(=O)c2ccccc2)N(C)S(=O)(=O)c2ccccc21,-0.1%,-23%[46.1 µM],9%,?,0%,11%[38.3 µM],?
COc1ccc(N2CC(C(=O)OC(C)C(=O)c3ccccc3)CC2=O)cc1 (stereo not drawn),1.1%,-2%,21%[9.22 µM],-5%,-2%,1%,1%[46 µM]
COc1ccc(-c2n[nH]c(=S)n2-c2cc(OC)ccc2OC)cc1,-1.1%,-19%,2%[9.22 µM],25%,·,·,·
COC(=O)c1cc(=O)n(-c2ccc(C(F)(F)F)cc2)[nH]1,-1.3%,4%,-6%[9.22 µM],-16%,·,·,·
Cc1ccc(SCC(=O)NC(=O)NCc2ccccc2)c(C)c1,-2.6%,-6%,17%,2%,2%,9%,?
O=C(NCC1COc2ccccc2O1)c1ccc(NC(=O)c2ccco2)cc1 (stereo not drawn),-1.1%,-16%[46.1 µM],-15%,5%,3%,6%[38.3 µM],-21%
C=CCNC(=S)N/N=C/c1ccc(-c2cccc([N+](=O)[O-])c2)o1,?,-26%,18%[9.22 µM],13%,1%,7%,·
